Pyk2 oligo antag = blocks oligomerization of human Pyk2 in cells; Q14289; Q293 cells, Pyk2 FERM NanoBiT luminescence; active compounds read low; z-score (the deposit names both 25 µM and 10 µM); hit rate 0.83% among 99,000;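 active means Z-score of -3 or lower, scaled per plate to the spread of control and sample wells; inactive means z-score above -3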;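 further: negative z-score means lost luminescence so less FERM oligomerization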
Target sequence (Q14289 whole entry, looked up): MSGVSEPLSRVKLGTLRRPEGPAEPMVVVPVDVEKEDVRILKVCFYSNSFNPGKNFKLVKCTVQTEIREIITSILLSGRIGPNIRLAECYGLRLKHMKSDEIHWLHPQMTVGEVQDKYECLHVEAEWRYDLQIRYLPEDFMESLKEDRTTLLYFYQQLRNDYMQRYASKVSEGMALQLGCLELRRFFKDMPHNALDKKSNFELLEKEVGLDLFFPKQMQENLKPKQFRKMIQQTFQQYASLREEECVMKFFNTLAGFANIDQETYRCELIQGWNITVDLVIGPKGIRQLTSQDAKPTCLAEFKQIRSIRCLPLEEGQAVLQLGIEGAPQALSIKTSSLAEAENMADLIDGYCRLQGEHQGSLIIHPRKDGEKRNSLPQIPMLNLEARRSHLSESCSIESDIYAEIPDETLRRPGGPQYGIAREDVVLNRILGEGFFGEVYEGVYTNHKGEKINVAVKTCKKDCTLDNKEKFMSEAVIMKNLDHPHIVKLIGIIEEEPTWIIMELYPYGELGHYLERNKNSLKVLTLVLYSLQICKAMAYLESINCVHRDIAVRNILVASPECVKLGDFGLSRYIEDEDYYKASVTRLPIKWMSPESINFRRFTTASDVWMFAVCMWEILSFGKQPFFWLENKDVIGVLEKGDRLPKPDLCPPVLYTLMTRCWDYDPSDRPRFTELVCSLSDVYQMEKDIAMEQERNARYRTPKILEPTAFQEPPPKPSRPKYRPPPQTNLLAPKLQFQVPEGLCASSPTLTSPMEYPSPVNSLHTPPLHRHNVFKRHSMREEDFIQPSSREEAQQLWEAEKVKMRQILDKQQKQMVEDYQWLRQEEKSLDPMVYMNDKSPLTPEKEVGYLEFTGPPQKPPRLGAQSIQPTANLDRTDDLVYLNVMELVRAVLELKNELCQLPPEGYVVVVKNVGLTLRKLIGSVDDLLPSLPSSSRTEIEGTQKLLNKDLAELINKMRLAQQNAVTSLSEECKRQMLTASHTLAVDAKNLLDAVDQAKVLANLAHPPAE
Active calls of the source: *. Only part of the results is shown. The share of hits here may be higher or lower than overall.

COc1ccc(OC)c(NC(=O)CSCC(=O)O)c1 was read as Pyk2 oligo antag 0.2.
Screening COc1ccc(-c2cnnn2-c2ccc(NC(=O)c3ccc(S(=O)(=O)N4CCCCC4)cc3)cc2)cc1 returned Pyk2 oligo antag 0.52.
For CCOC(=O)C1CCN(C(=O)CSC2=NCCS2)CC1 the results were Pyk2 oligo antag 1.02.
Cc1nc([N+](=O)[O-])c(Sc2nc3ccc([N+](=O)[O-])cc3[nH]2)n1Cc1ccccc1 was read as Pyk2 oligo antag -2.57.
For COC(=O)c1cn(Cc2cccc(C)c2)nn1 the results were Pyk2 oligo antag 0.45.
Screening CS(=O)(=O)c1cccc(C(=O)NCc2ccccc2)c1 returned Pyk2 oligo antag 0.3.
Screening CC1Cc2ccccc2N1C(=O)CCS(=O)(=O)c1cccs1 (configuration not stated) returned Pyk2 oligo antag 0.33.
Screening Cc1ccc(CN(C(=O)c2c(F)cccc2F)C2CC(C)(C)NC(C)(C)C2)o1 returned Pyk2 oligo antag -0.26.
`Cc1nc(NCc2ccco2)c(C#N)c2c1COC(C)(C)C2` gave Pyk2 oligo antag 0.34.
`COc1cccc(CC(=O)Nc2nccs2)c1` gave Pyk2 oligo antag -0.98.
`Cc1ccc(C)c(NC(=O)Cn2nc([N+](=O)[O-])c(Br)c2C)c1` gave Pyk2 oligo antag 1.1.
Screening Cc1ccc(Cn2nnnc2CN2CCC(O)(c3ccccc3F)CC2)cc1 returned Pyk2 oligo antag -1.07.
O=C(O)C1CCCN1S(=O)(=O)c1ccc2ccccc2c1 (configuration not stated) was read as Pyk2 oligo antag 0.52.
For CN(C)c1ccc(C2C=C(c3ccc(Cl)cc3OC(F)F)Nc3ncnn32)cc1 (configuration not stated) the results were Pyk2 oligo antag -1.35.
`Cc1nc(SCn2nnc3ccccc3c2=O)nc(C)c1C` gave Pyk2 oligo antag 0.72.
O=C(Nc1nnc(-c2ccccc2)o1)NC1CCCCC1 was read as Pyk2 oligo antag -0.91.
`COC(=O)c1cccc(NC(=O)C2COc3ccccc3O2)c1C` (configuration not stated) gave Pyk2 oligo antag 1.15.
Screening Fc1ccc(Nc2nc(N3CCOCC3)c3ccccc3n2)cc1 returned Pyk2 oligo antag -1.18.
For O=C1c2ccccc2-c2onc3ccc(NCc4ccco4)c1c23 the results were Pyk2 oligo antag -1.87.
For CC1(C)Cc2ccccc2-c2nc(NCCO)n(-c3ccccc3)c(=O)c21 the results were Pyk2 oligo antag -0.93.
Screening CC(=O)Nc1ccc(C2(O)COc3ccccc3O2)cc1 (configuration not stated) returned Pyk2 oligo antag -0.43.
Screening COc1ccc(S(=O)(=O)N[C@@H](C)C(=O)OCC(=O)Nc2cc3oc4ccccc4c3cc2OC)cc1 returned Pyk2 oligo antag -0.1.
CS(=O)(=O)Nc1ccccc1C(=O)O was read as Pyk2 oligo antag 1.42.
CCN(CC)S(=O)(=O)c1cc(C(=O)OCC(=O)c2ccc3c(c2)NC(=O)CO3)ccc1F was read as Pyk2 oligo antag 0.39.
COc1ccccc1NC(=O)Nc1ccnn1C1CCCCC1 was read as Pyk2 oligo antag -0.4.
`Cc1ccc(-n2nc(C)c(NC(=O)CCl)c2C)cc1C` gave Pyk2 oligo antag -0.14.
`CCCn1c(-c2ccc(F)cc2)n[nH]c1=S` gave Pyk2 oligo antag 0.58.
NC(=O)C1CCN(C(=O)COc2ccc(S(=O)(=O)NCc3ccccc3)cc2Cl)CC1 was read as Pyk2 oligo antag 1.18.
O=C(COC(=O)c1ccccc1C(=O)c1ccccc1)NCCc1ccc(Cl)cc1Cl was read as Pyk2 oligo antag -1.79.
For CCCCNC(=O)CSc1nnc(NC(C)=O)s1 the results were Pyk2 oligo antag 5.17.
For O=C(NC1CCCC1)c1cccc(Cn2cc([N+](=O)[O-])cn2)c1 the results were Pyk2 oligo antag 0.93.
Screening O=C(Nc1c(F)c(F)c(F)c(F)c1F)C1CCCCC1 returned Pyk2 oligo antag 0.25.
`CCn1c(=N)c(C(=O)NCCCOC)cc2c(=O)n3cccc(C)c3nc21` gave Pyk2 oligo antag 0.83.
`CCOC(=O)c1c(NC(=O)c2ccc(Br)o2)sc(C)c1CC` gave Pyk2 oligo antag -0.21.
For COC(=O)CN1C(=O)C(C)(C)Oc2ccc(C(=O)NC3CC3)cc21 the results were Pyk2 oligo antag 1.52.
Cc1oc2c(c(=O)c1C)C(=O)CC(c1ccccc1)C2 (configuration not stated) was read as Pyk2 oligo antag 0.5.
CCNc1nc(SC(C)C(=O)OC)nc(N2CCOCC2)n1 (configuration not stated) was read as Pyk2 oligo antag 1.29.
Screening Cn1c(CCN2CCCCC2)nc2cc(NC(=O)NC3CCCCC3)ccc21 returned Pyk2 oligo antag 0.78.
CCOc1cc(CN2CCSCC2)ccc1O was read as Pyk2 oligo antag -0.33.
CCN1CCc2c(sc(NC(=O)Nc3ccc(Cl)c(Cl)c3)c2C(N)=O)C1 was read as Pyk2 oligo antag -0.3.
Screening Cc1ccc2c(CSc3nnc(C4CC4)n3N)cc(=O)oc2c1 returned Pyk2 oligo antag 0.01.
O=c1cc(CSc2ccccn2)nc(N2CCN(c3ccccc3)CC2)[nH]1 was read as Pyk2 oligo antag -0.62.
`Cc1cc(/C=C(\C#N)C(N)=O)c(C)n1-c1ccc(N2CCOCC2)c([N+](=O)[O-])c1` gave Pyk2 oligo antag -1.43.
`S=C(NCC1CCCCC1)Nc1cccnc1` gave Pyk2 oligo antag 0.92.
CCCC1(C(=O)OC)NC(c2cccc(F)c2)C2C(=O)N(CC)C(=O)C21 (configuration not stated) was read as Pyk2 oligo antag 1.23.
Screening O=C(NCCCN1CCOCC1)c1cc2c(=O)[nH]c3ccccc3c2s1 returned Pyk2 oligo antag 0.3.
O=C1CCc2cc(S(=O)(=O)NCCC(=O)N3CCN(c4cccc(Cl)c4)CC3)ccc2N1 was read as Pyk2 oligo antag 1.41.
Cc1ccc(C(=O)CSc2nc3ccccc3c(=O)n2N)o1 was read as Pyk2 oligo antag -0.04.
For COc1cc(CN2CCN(c3cccc(C)c3C)CC2)cc(Br)c1O the results were Pyk2 oligo antag -1.29.
`COc1ccc(C2C3=C(OC(C)=O)c4ccccc4C3=Nc3c2c(=O)n(C)c(=O)n3C)cc1` (configuration not stated) gave Pyk2 oligo antag 1.41.
Screening CS(=O)(=O)N(CC(=O)N1CCC(C(N)=O)CC1)c1ccc(Oc2ccccc2)cc1 returned Pyk2 oligo antag -0.29.
Screening COc1cc(/C=C(\C#N)c2ccccn2)ccc1OCC(=O)Nc1ccc(Br)cc1 returned Pyk2 oligo antag 0.17.
For c1ccc(OCCOc2ncnc3ccccc23)cc1 the results were Pyk2 oligo antag 0.69.
`Cc1cc(C)nc(NS(=O)(=O)c2ccc(N3C(=O)c4ccccc4C3=O)cc2)n1` gave Pyk2 oligo antag 0.92.
CCc1ccccc1OCc1nnc(N)s1 was read as Pyk2 oligo antag -0.12.
For CCOCCCNC(=O)C1CCN(S(=O)(=O)N(CC(C)C)CC(C)C)CC1 the results were Pyk2 oligo antag -0.09.
For O=C(NC1CCCC1)C1CCCN(S(=O)(=O)c2ccc(-n3cnnn3)cc2)C1 (configuration not stated) the results were Pyk2 oligo antag 0.84.
Screening COc1cc(CN2CCN(c3cccc(C)c3C)CC2)cc(OC)c1O returned Pyk2 oligo antag -0.92.
For O=C1CCCCC1Sc1nnc(Cc2cccs2)n1CCc1ccccc1 (configuration not stated) the results were Pyk2 oligo antag -0.63.
CCCCOC(=O)Nc1ccc(S(=O)(=O)Nc2ccc([N+](=O)[O-])cc2)cc1 was read as Pyk2 oligo antag -0.55.
COc1ccc(Nc2cc(C)nc(-n3nc(C)cc3C)n2)cc1 was read as Pyk2 oligo antag 0.49.
For CCN(CC)S(=O)(=O)c1ccc(NC(=O)C2COc3ccccc3O2)cc1 (configuration not stated) the results were Pyk2 oligo antag 0.17.
Cc1ccc(OCC(=O)Nc2cccc(-c3nnc(-c4ccccc4)o3)c2)cc1 was read as Pyk2 oligo antag -0.31.
CC1CCN(C(=O)CSc2nc(N)c3c4c(sc3n2)CN(C)CC4)CC1 was read as Pyk2 oligo antag 0.84.
`Nc1n[nH]c2c1C1(CCCCC1)Cc1ccccc1-2` gave Pyk2 oligo antag -0.32.
Screening CCCc1nn(CCc2ccccn2)c(N)c1CC returned Pyk2 oligo antag 0.82.
For O=C(Nc1nc(-c2ccc(F)c(F)c2)cs1)c1cc([N+](=O)[O-])ccc1N1CCOCC1 the results were Pyk2 oligo antag 0.21.
CCCc1nc(SCC(N)=O)[nH]c(=O)c1CC was read as Pyk2 oligo antag 1.01.
Screening Cc1ccc(/C(O)=C2\C(=O)C(=O)N(CCN(C)C)C2c2ccccc2F)cc1 (configuration not stated) returned Pyk2 oligo antag 0.46.
Screening COc1ccc(C)cc1NS(=O)(=O)c1cccc2nonc12 returned Pyk2 oligo antag -0.11.
CCOC(=O)c1c(-c2ccccc2)csc1NC(=O)c1cc2ccccc2oc1=O was read as Pyk2 oligo antag 0.42.
For O=C(Nn1c(C2CCC2)nc2ccccc2c1=O)C1CCC1 the results were Pyk2 oligo antag -0.34.
`Cc1ccc(/C=C/C(=O)Nc2nccs2)o1` gave Pyk2 oligo antag 0.14.
Cc1cc(N2CCN(c3cccc(C(F)(F)F)c3)CC2)n2ncnc2n1 was read as Pyk2 oligo antag 0.42.
Screening CC(=O)c1cc(C#N)c(SCC(=O)C(C)(C)C)nc1C returned Pyk2 oligo antag -0.19.

The final 5 compounds of the section before lead into the next.
CCOC(=O)c1c(-c2ccccc2)csc1NC(=O)c1cc2ccccc2oc1=O was read as Pyk2 oligo antag 0.42.
For O=C(Nn1c(C2CCC2)nc2ccccc2c1=O)C1CCC1 the results were Pyk2 oligo antag -0.34.
`Cc1ccc(/C=C/C(=O)Nc2nccs2)o1` gave Pyk2 oligo antag 0.14.
Cc1cc(N2CCN(c3cccc(C(F)(F)F)c3)CC2)n2ncnc2n1 was read as Pyk2 oligo antag 0.42.
Screening CC(=O)c1cc(C#N)c(SCC(=O)C(C)(C)C)nc1C returned Pyk2 oligo antag -0.19.
Screening CCOc1ccc(OCC)c(NC(=O)CSc2nnc(Cn3cnc4ccccc43)n2C)c1 returned Pyk2 oligo antag 0.63.
For Cc1[nH]n(-c2cccc3ccccc23)c(=O)c1/C=N/NC(=O)c1cccc([N+](=O)[O-])c1 the results were Pyk2 oligo antag 0.34.
For CC1CCc2c(nc3ncnn3c2N2CCN(c3ccccc3F)CC2)C1 (configuration not stated) the results were Pyk2 oligo antag 0.08.
O=C(Nc1ccc(Cl)cc1)N1CCN(c2ccc3nnc(-c4ccc(F)cc4)n3n2)CC1 was read as Pyk2 oligo antag -0.9.
Screening Cc1ccc(N(C(=O)c2ccc(S(=O)(=O)N3CCOCC3)cc2)C2C=CS(=O)(=O)C2)cc1 (configuration not stated) returned Pyk2 oligo antag 2.13.
NC(=O)c1sc2nccc(Nc3ccccc3)c2c1N was read as Pyk2 oligo antag 0.92.
For C=CCn1c(SCC(=O)Nc2cccnc2Cl)nnc1-c1ccc(Cl)cc1 the results were Pyk2 oligo antag 0.37.
For CCC(=O)Oc1ccc2c(C)cc(=O)oc2c1C the results were Pyk2 oligo antag 0.34.
O=C(Nc1ccccc1N1CCOCC1)C1CCN(S(=O)(=O)c2ccc(F)cc2)CC1 was read as Pyk2 oligo antag -0.49.
Screening CCOC(=O)c1nn(-c2ccc(OCC)cc2)c2nc(-c3cccc(OC)c3)c(C#N)c(=O)n12 returned Pyk2 oligo antag -0.05.
For COc1cc(C(=O)COC(=O)Cc2cnc3sccn23)cc(OC)c1OC the results were Pyk2 oligo antag 0.6.
`CSc1ccccc1NC(=O)c1ccco1` gave Pyk2 oligo antag 0.03.
Cc1c(C(=O)NCc2cccs2)oc2ccc(S(=O)(=O)N3CCOCC3)cc12 was read as Pyk2 oligo antag -0.61.
Screening CCOC(=O)CC(=O)Nc1cc(Cl)ccc1O returned Pyk2 oligo antag 0.12.
O=C(CCS(=O)(=O)c1ccc(Br)cc1)N1CCN(c2ccccc2)CC1 was read as Pyk2 oligo antag 0.6.

Five compounds drawn at random from the list so far:
For O=C(NC1CCCC1)c1cccc(Cn2cc([N+](=O)[O-])cn2)c1 the results were Pyk2 oligo antag 0.93.
O=C(Nc1ccc(Cl)cc1)N1CCN(c2ccc3nnc(-c4ccc(F)cc4)n3n2)CC1 was read as Pyk2 oligo antag -0.9.
Cc1nc([N+](=O)[O-])c(Sc2nc3ccc([N+](=O)[O-])cc3[nH]2)n1Cc1ccccc1 was read as Pyk2 oligo antag -2.57.
Screening CCCc1nn(CCc2ccccn2)c(N)c1CC returned Pyk2 oligo antag 0.82.
For O=C(Nn1c(C2CCC2)nc2ccccc2c1=O)C1CCC1 the results were Pyk2 oligo antag -0.34.

Next section
For CN1C(=O)c2oc3ccccc3c(=O)c2C1c1ccncc1 (configuration not stated) the results were Pyk2 oligo antag -0.63.
`CSc1cccc(NC(=O)C2CCN(C(=O)c3ccccc3C)CC2)c1` gave Pyk2 oligo antag 0.17.
For O=C(OCCN1CCCC1)C1(c2ccccc2)CCCC1 the results were Pyk2 oligo antag -1.47.
For Cc1ccccc1-n1c(SCC(=O)N/N=C/c2c(C)nn(-c3ccccc3)c2C)nc2ccccc2c1=O the results were Pyk2 oligo antag -1.81.
Screening Cc1cc(C)cc(NC(=O)C(Sc2ncnc3ccccc23)c2ccccc2)c1 (configuration not stated) returned Pyk2 oligo antag -0.33.
For O=C(CSc1nnc(CNc2ccc(Cl)cc2)o1)Nc1nc2c(s1)CCCC2 the results were Pyk2 oligo antag 2.19.
`CCN(CC)S(=O)(=O)c1ccc(-c2nnc(SCC(=O)N3CCc4ccccc43)o2)cc1` gave Pyk2 oligo antag 0.7.
Screening COc1ccc(OCC(=O)Nc2cc(OC)cc(OC)c2)cc1 returned Pyk2 oligo antag 0.16.
CCC(C)n1c(SCc2ccccc2)nc2ccsc2c1=O (configuration not stated) was read as Pyk2 oligo antag -0.67.
`Cc1cc(C(C)(C)C)oc1C(=O)Nc1ccc(CC(=O)O)cc1` gave Pyk2 oligo antag -0.41.
CCn1c(SCC(=O)OC(C)C)nnc1-c1cccc(Cl)c1 was read as Pyk2 oligo antag 0.57.
`O=C(c1ccc2c(c1)C(=O)N(CCCO)C2=O)c1ccc2c(c1)C(=O)N(CCCO)C2=O` gave Pyk2 oligo antag 1.74.

Screening data deposited in PubChem BioAssay by Sanford-Burnham Center for Chemical Genomics.
